# Source: PubChem BioAssay (The Scripps Research Institute Molecular Screening Center)
# TAAR1 antagonist: antagonists of human TAAR1; CHO RD-HGA16 TAAR1, Fluo-8 calcium fluorescence, antagonist; inhibition, % at 3 µM; hit rate 1.5% among 360,000; Q96RJ0;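 active = inhibition above a per-plate cutoff, the mean inhibition of test compounds on that plate plus 3 SD, cut at about 49% in these data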;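 also: 0% = DMSO plus EC80 beta-PEA response and 100% = DMSO alone without agonist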
# Target sequence (Q96RJ0 whole entry, looked up): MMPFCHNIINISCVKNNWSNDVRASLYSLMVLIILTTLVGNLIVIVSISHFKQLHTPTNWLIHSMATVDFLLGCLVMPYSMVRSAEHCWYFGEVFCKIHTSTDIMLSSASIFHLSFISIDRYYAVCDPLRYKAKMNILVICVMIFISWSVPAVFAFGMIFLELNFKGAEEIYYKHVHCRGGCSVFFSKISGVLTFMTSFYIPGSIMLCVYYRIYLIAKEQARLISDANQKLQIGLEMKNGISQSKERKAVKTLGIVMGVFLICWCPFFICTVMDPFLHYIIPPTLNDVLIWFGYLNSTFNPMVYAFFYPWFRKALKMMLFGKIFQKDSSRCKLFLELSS
#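 System: CHO RD-HGA16 cells bearing hTAAR1. Reagent: EC80 β-phenethylamine stimulus. Schedule: seeding 17-24 h prior, 75-min 37 °C, 30-min RT dye loading. Signal: Fluo-8 intracellular calcium dye fluorescence, real-time kinetic reads. Read-out: % inhibition from peak post-agonist over basal fluorescence ratio. Benchmarks: vehicle wells and EC80 agonist wells. Replicates: n of 1.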
# V1aR counter: V1a receptor agonism, counter-screen for OXTR agonists; CHO-V1R cells, Fluo-8 calcium fluorescence, agonist mode; 0% DMSO, 100% 3 nM vasopressin; activation, % at 3 µM; hit rate 0.25% among 320,000; AID 2797;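 active = activation above the mean activation of all tested compounds plus 3 SD, per screening run, cut at about 20% in these data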;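 also: signal is peak over basal fluorescence ratio across a 100 second FLIPR read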
# Target sequence (P37288 whole entry, looked up): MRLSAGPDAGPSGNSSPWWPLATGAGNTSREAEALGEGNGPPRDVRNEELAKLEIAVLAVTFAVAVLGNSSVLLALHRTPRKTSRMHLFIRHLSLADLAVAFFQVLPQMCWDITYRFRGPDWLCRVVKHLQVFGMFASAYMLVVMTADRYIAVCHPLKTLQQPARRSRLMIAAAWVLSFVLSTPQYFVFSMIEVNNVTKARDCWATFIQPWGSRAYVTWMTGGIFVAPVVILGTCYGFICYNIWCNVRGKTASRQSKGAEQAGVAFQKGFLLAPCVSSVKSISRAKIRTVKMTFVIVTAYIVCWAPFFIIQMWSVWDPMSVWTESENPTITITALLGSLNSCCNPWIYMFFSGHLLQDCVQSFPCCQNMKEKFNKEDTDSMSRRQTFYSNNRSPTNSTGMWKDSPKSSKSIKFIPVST
# CHO parental Ca: counter-screen for OX1R antagonists: effect in parental CHO cells; inhibition, % at 5.6 µM; hit rate 0.63% among 330,000; parental CHO-K1, ATP-induced calcium, Fluo-8 fluorescence;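 active = inhibition above that plate's mean sample inhibition plus 3 SD, cut at about 26% in these data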;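 also: 0% = ATP-challenged DMSO wells and 100% = DMSO wells without ATP; some compounds past the cut are filed as inactive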
#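 Measured by: calcium-sensitive Fluo-8 fluorescence / Test system: CHO parental line / Controls: ATP-challenged DMSO wells low, unchallenged DMSO wells high / Measure: % inhibition / Compound: single nominal dose of 5.6 µM per compound / Replicates: single well per compound, no replicates / Reagent: ATP as calcium-mobilizing challenge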
# OXTR agonist: human OXTR agonism; P30559; CHO-OTR cells, Fluo-8 calcium fluorescence; normalized: DMSO 0%, oxytocin 100%; hit rate 0.32% among 320,000; activation, % at 3 µM;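 active = activation above the mean of all tested compounds plus 3 SD, cutoff set per screening run, cut at about 20% in these data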;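 also: peak over basal fluorescence ratio from a 100 s FLIPR kinetic read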
# TAAR1 agonist: agonists of human TAAR1 | Q96RJ0 | CHO RD-HGA16 TAAR1, Fluo-8 calcium fluorescence; vehicle wells 0%, saturating PEA agonist 100% | hit rate 0.99% among 360,000 | AID 624467 | activation, % at 3 µM;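 active = activation above the mean activation of all test compounds in the run plus 3 SD, cut at about 38% in these data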
#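 System: CHO-derived RD-HGA16 cells with stable Gα16 and human TAAR1. Times: 17-24 h plating, Fluo-8 75 min 37 °C, 30 min RT. Measured by: calcium-sensitive Fluo-8 signal, excitation 470-495, emission 515-575 nm. Read-out basis: % activation relative to PEA EC100 response. Control set: DMSO and PEA EC100. Repeats: no replicates (n 1).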
# M1 antag: human CHRM1 antagonism; hit rate 1.3% among 360,000; P11229; inhibition, % at 3 µM; CHO-K1 hM1, Fluo-8 calcium fluorescence, ACh EC80 antagonist; AID 588852;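 active = percent inhibition above its own plate's cutoff, namely the mean of that plate's compound wells plus 3 SD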;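 also: peak over basal fluorescence ratio during 140 s after agonist addition; 0% = ACh EC80 plus DMSO and 100% = DMSO alone without agonist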
# OXTR potentiate: human OXTR potentiation; P30559; CHO-OTR cells, Fluo-8 calcium fluorescence, potentiator mode; 0% = oxytocin EC15, 100% = EC100; activation, % at 3 µM; hit rate 0.061% among 320,000;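 active = activation above that plate's cutoff, the mean activation of tested compounds plus 3 SD, cut at about 6.6% in these data, passing the limit was not always enough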;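 also: 100% uses oxytocin at 75 nM as the full agonist control; some results filed as inactive read as strong as hits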
#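 Assay system: CHO-OTR cells, human receptor / Also added: oxytocin at about EC15, sub-maximal agonist stimulus / Dosing: single dose, 3.0 µM nominal final compound concentration / Incubation: 6 min pre-incubation, 100 s read / Technique: Fluo-8 calcium dye fluorescence / Read-out: % activation vs EC15 and EC100 oxytocin / Benchmarks: EC15 oxytocin low, 75 nM oxytocin high / Replicates: singlicate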
# M1 PAM: human CHRM1 positive allosteric modulation; hit rate 0.088% among 360,000; P11229; activation, % at 3 µM; CHO-K1 hM1, Fluo-8 calcium fluorescence, ACh EC20; 0% = ACh EC20, 100% = maximal ACh; in the data active = activation above about 19%, passing the limit was not always enough
# CHRM1 agonist: human M1 muscarinic receptor agonism. CHO-K1 hM1, Fluo-8 calcium fluorescence, agonist mode; 0% DMSO, 100% acetylcholine EC100. hit rate 0.33% among 360,000. activation, % at 3 µM. AID 588814. P11229;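 active = activation above the run's mean compound activation plus 3 SD, cut at about 16% in these data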;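 also: peak over basal fluorescence ratio within a 140 s kinetic read after compound addition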
# Starred values were filed as active, the others as inactive; nt = not tested or not shown.
SMILES,TAAR1 antagonist,V1aR counter,CHO parental Ca,OXTR agonist,TAAR1 agonist,M1 antag,OXTR potentiate,M1 PAM,CHRM1 agonist
COC(=O)C(C(C)C)N(Cc1cc(OC)cc(OC)c1)S(=O)(=O)CCl (stereo not drawn),13,nt,-6,nt,2,-5,nt,5,-6
COc1ccccc1NC(=O)CSc1nnc(-c2ccncc2)n1CC1CCCO1 (stereo not drawn),6,0.0,-9,0.7,3,-4,-1,6,-3
CCOc1ccc(CNC(=O)c2ccco2)cc1,2,0.4,-9,-0.1,2,2,-6,1,-4
Cc1ccc(N2CCN(/N=C/c3ccncc3)CC2)cc1,-5,7.1,-6,7.2,0,10,-13,-7,-3
O=C(c1ccc2c(c1)OCO2)N1CCCN(C(=O)c2ccc3c(c2)OCO3)CC1,6,-0.6,-12,-1.4,3,-4,1,4,-4
NNC(=O)Cn1nc(-c2ccccc2)c2ccccc2c1=O,-22,nt,nt,nt,4,-8,nt,4,-6
CCOC(=O)C1(CC2CCCCO2)CCN(Cc2cc3ccccc3[nH]2)CC1 (stereo not drawn),105*,28*,36*,31*,149*,29*,-20,-32,62*
COc1ccc(C(=O)N2CCSCC2)cc1OC1CCN(C(C)=O)CC1,-15,0.2,14,1.4,1,-7,-6,8,-1
N/C(=N\OC(=O)c1ccc(Br)cc1)c1ccccc1,-4,-0.3,-4,-0.6,20,-2,-1,5,-3
Cc1cc(=O)[nH]c(SCc2nc3ccc([N+](=O)[O-])cc3[nH]2)n1,12,0.1,0,-0.8,-1,3,-7,3,-6
Cc1ccc2c(ccn3cc4c(c(=O)n(C)c(=O)n4C)c23)c1,-20,-0.1,-17,-1.0,-2,1,2,-1,-4
CCOP(=O)(c1ccccc1)C1(C#N)CC1 (stereo not drawn),3,1.6,-6,2.0,5,1,-3,4,-2
CN(C)c1ccc(/C=C(\C#N)C(=O)Nc2nc3c(s2)CCN(Cc2ccccc2)C3)cc1,41,14,0,13,24,35*,-20,-12,21*
Oc1ccc(Cl)cc1-c1cc(-c2ccco2)[nH]n1,26,-0.9,-9,0.2,4,-2,-16,6,-4
Cc1ccc(C(CNC(=O)c2ccco2)N2CCN(C)CC2)cc1 (stereo not drawn),-42,0.7,-10,0.8,6,8,-6,-4,-5

# Two entries from above, set out differently.
COc1ccc(C(=O)N2CCSCC2)cc1OC1CCN(C(C)=O)CC1
  TAAR1 antagonist = -15 | V1aR counter = 0.2 | CHO parental Ca = 14 | OXTR agonist = 1.4 | TAAR1 agonist = 1 | M1 antag = -7 | OXTR potentiate = -6 | M1 PAM = 8 | CHRM1 agonist = -1

NNC(=O)Cn1nc(-c2ccccc2)c2ccccc2c1=O
  TAAR1 antagonist = -22 | V1aR counter = nt | CHO parental Ca = nt | OXTR agonist = nt | TAAR1 agonist = 4 | M1 antag = -8 | OXTR potentiate = nt | M1 PAM = 4 | CHRM1 agonist = -6

# The list continues.
SMILES,TAAR1 antagonist,V1aR counter,CHO parental Ca,OXTR agonist,TAAR1 agonist,M1 antag,OXTR potentiate,M1 PAM,CHRM1 agonist
CC(=O)C(Sc1nn(C)c(=S)s1)C(=O)Nc1ccccc1 (stereo not drawn),2,1.0,-6,2.0,0,-1,4,6,-4
O=C(O)/C=C/C(=O)NC1CCCCC1,4,0.0,-6,-1.2,3,-11,-8,7,3
CCOc1ccccc1NC(=O)C1CCCN(S(=O)(=O)c2ccc(OC)c(C)c2)C1 (stereo not drawn),3,-1.7,-15,-0.5,0,-2,-6,0,-4
NC(=O)C1CCN(C(=O)c2ccc(C(F)(F)F)cc2)CC1,-15,0.5,-7,0.3,3,-11,-7,5,-2
Cc1ccc(NC(=O)CSc2nnc3ccccn23)cc1,6,0.0,-3,-0.1,1,9,2,-4,-5
Cc1ccccc1NC(=O)NC1(C(=O)N2CCN(C)CC2)CCCCC1,-20,-0.1,5,0.7,0,-12,-4,8,-3
CC(OC(=O)c1cccc(O)c1)C(=O)N(C)Cc1ccccc1 (stereo not drawn),1,1.1,-17,0.2,-1,-18,-5,11,-5
COc1ccc2cc3c(nc2c1)OCC3,-9,0.1,-12,-0.5,1,-7,-5,2,-2
CC(C)C(=O)Nc1cccc(NC(=O)c2cccc(F)c2)c1,3,0.3,-12,-0.8,5,-8,-5,10,-7
CCN(CC(=O)NC1CCS(=O)(=O)C1)c1ccc([N+](=O)[O-])cc1C#N (stereo not drawn),-1,-0.1,-21,1.4,2,4,6,10,0
Cc1ccnc(NCc2ccccc2O)c1,-25,-0.2,-5,-0.5,0,-21,-7,12,-7
CN(c1ccccc1)S(=O)(=O)c1cccc(NC(=O)CSc2ncn[nH]2)c1,22,7.6,8,9.0,12,20,-8,-10,0
O=C(COC(=O)[C@H](Cc1ccccc1)NC(=O)c1ccco1)NC(c1ccccc1)c1ccccc1,28,0.7,-14,0.6,7,-2,-20,5,-4
COc1ccccc1NC(=S)N(c1ccccc1)C(C)C,-5,-0.4,13,-0.8,2,1,-14,-2,-2
CC[C@]12c3[nH]c4ccc(Cl)cc4c3CCN1C(=O)[C@@H](CC(=O)NCCCOC)C[C@@H]2C(=O)N1CCN(C(=O)C2CC2)CC1,0,nt,-12,nt,0,-22,nt,12,-2
COc1ccc(NC(=O)CSc2nc(N)c(-c3ccccc3)c(=O)[nH]2)cc1,-26,0.8,-5,0.5,3,-7,-1,3,-2
N#C/C(=C\c1ccc(OCc2ccc(C(=O)O)cc2)cc1)C(=O)N1CCOCC1,-8,1.2,8,-0.7,0,-4,2,5,-4
Cc1cc(C)n2c(SCC(=O)N(C)C3CCS(=O)(=O)C3)nnc2n1 (stereo not drawn),-3,0.3,-10,0.1,5,-14,-8,12,-3
Nc1cc(-c2ccc(Cl)cc2)nn1S(=O)(=O)c1ccc(Cl)cc1,-13,-1.2,-7,-1.4,0,-11,-8,15,-3
Cc1cc(CNC(=O)C2CCC(=O)N(CCc3cccc(F)c3)C2)on1 (stereo not drawn),-13,1.0,-7,-0.2,5,-3,-7,3,-2
COc1ccc(OC)c(CCNC(=O)CCc2nnc3ccc(N4CCCCC4)nn23)c1,-1,-1.0,-20,-2.5,-1,7,-4,5,-4
CCCC(c1c(C)n(C)n(-c2ccccc2)c1=O)c1c(C)n(C)n(-c2ccccc2)c1=O,-5,-0.5,-6,-1.1,4,-1,-1,4,-2
OC(c1ccccc1)c1nc(-c2cccc(F)c2)cs1 (stereo not drawn),-21,nt,nt,nt,0,-3,nt,0,-1
CC(=O)N1c2ccc(S(=O)(=O)NCC3CCC(C(=O)Nc4cc(C)ccn4)CC3)cc2CC1C (stereo not drawn),11,5.5,-12,4.3,4,10,-16,-7,1
CCCCNS(=O)(=O)c1ccc(Br)cc1N1CCC[C@H]1CO,-15,nt,-29,nt,3,-20,nt,6,-5
Cc1ccc(NC(=O)CSCC(=O)Nc2ccccc2N2CCCCC2)cc1,41,-1.1,-42,-2.1,6,-7,-8,10,0
COC(=O)C1=C(C)NC(=O)NC1C1CC=CCC1 (stereo not drawn),-6,-0.3,-1,0.8,3,-7,0,7,-3
CCN(CC)CCNS(=O)(=O)c1ccc(/C=C/C(=O)O)cc1,7,0.0,17,1.5,4,-14,-2,14,0
COCCn1c(-c2ccc(Br)cc2)nc2oc3cc(OC)ccc3c(=O)c2c1=O,-8,-0.9,-25,-1.2,17,-2,-1,3,-6
O=C(COc1ccccc1)Nc1ccncc1Cl,-9,3.0,-5,1.2,1,19,-4,-7,-1
COc1ccc(-c2coc3c(C(=O)NCc4ccc(C(F)(F)F)cc4)cccc23)c(C)c1,42,nt,nt,nt,3,19,nt,-11,-2
CCN(CC)CCCN=C(N)N,6,0.7,-1,0.5,5,nt,-2,nt,nt
Nc1c(C(=O)c2cccs2)oc2ccccc12,-6,-0.3,-8,-0.6,14,3,-4,-1,-3
Cc1nc(Cc2nnc(SCC(=O)N(C)c3ccccc3)o2)cs1,-14,-0.8,-5,-1.3,1,2,-4,0,0
COc1ccc(-c2cn(Cc3ccc(C(N)=O)cc3)c(-c3ccncc3)n2)cc1,2,1.4,0,-0.6,11,-7,-3,7,-5
COC(=O)CN1C(=O)[C@H]2[C@@H](C3CC3)N3C(=O)CN(Cc4ccc(-c5ccccc5)cc4)C(=O)[C@@]3(Cc3ccccc3)[C@H]2C1=O,-2,0.7,-27,-0.5,3,0,-4,2,-7
COc1ccc(CNC(=O)[C@@H](C)NC(=O)[C@@H]2Cc3ccccc3CN2)cc1,-10,-0.5,-11,-0.2,2,1,4,2,-5
CCOC(=O)N/N=C/c1ccc(F)cc1F,-19,0.6,-2,-0.1,1,-5,3,8,-13
CC(C)CC(NC(=O)C1CCC(C)CC1)C(=O)NCc1ccccn1 (stereo not drawn),-5,-0.7,-7,-0.9,5,-3,-7,6,-4
CC(NC(=O)CC(c1ccccc1)c1cc(Cl)ccc1O)c1ccccc1 (stereo not drawn),24,7.7,-17,-2.1,0,10,-12,-9,-7
S=c1[nH]nc(C2(c3ccccc3)CCCC2)o1,-22,0.5,-10,1.2,0,-10,-2,8,-2
CCOC(=O)c1c(C)c(C(=O)NCCCOC(C)C)c(C)n1C,10,0.4,-11,-0.5,5,0,-3,2,-4
O=C(COC(=O)c1ccc(Cl)c(S(=O)(=O)N2CCCC2)c1)NCc1cccs1,-1,1.0,-22,0.0,4,-10,-2,9,-8
CCOC(=O)c1ccc(N=Cc2cnc(N)nc2N)cc1,12,nt,nt,nt,1,-3,nt,-7,-8
CCCN(CCO)Cc1cccc(Oc2ccccc2)c1,-8,0.2,-1,0.2,3,13,-3,-4,-6
COc1cc(/C=N/NC(=O)c2cc(-c3c(C)nn(-c4ccccc4)c3C)n[nH]2)ccc1O,54*,1.5,-19,-0.2,7,0,-7,3,-5
COc1ccc(NC(=O)N(C)C[C@H]2Oc3ccc(NS(=O)(=O)c4ccc(OC)cc4)cc3C(=O)N([C@H](C)CO)C[C@@H]2C)cc1,3,0.4,-1,-0.3,3,1,-6,8,-5
COc1ccc(Oc2nc3ccccc3nc2C(F)(F)F)cc1,-3,-1.0,-7,-1.1,11,9,-6,-4,-2
COc1cc(NC(=O)c2ccnn2C)c(OC)cc1Cl,-3,-0.7,-8,-1.5,-2,-8,6,9,-6
